# SW480 rereplic – inducers of DNA re-replication in SW480 colon cancer cells; SW480 DNA re-replication, Hoechst DNA content imaging, 48 h; Potency, µM (top dose mostly 46.1 µM), without a hit: top-dose re-replication activation, hits mostly activators; 340,000 compounds, 1.8% hits; further: potency means the concentration at half of the fitted maximal effect; % of control where 0% means no effect; nearly all actives have a fitted effect of over 55% in size
#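 Quantitative HTS format with DMSO vehicle controls; 48 hr drug incubation at 37 C, then 40 min Hoechst staining and scanning imager measurement at 405 nm excitation.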
# HT1080NT lethal – kills 2HG-producing HT-1080-NT fibrosarcoma cells | HT-1080-NT fibrosarcoma viability, CellTiter-Glo ATP luminescence, 48 h | Potency, µM (titrated, usually from 46.1 µM), inactives show at the top dose activity, negative = less viability, most hits filed as cytotoxic | 360,000 compounds, 1.6% hits;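 further: NT is the 2HG producing partner of a matched IDH1 knockdown line; potency means the concentration at half of the fitted maximal effect; 0% = DMSO-treated cells and -100% = media-only wells without cells; nearly all actives have a fitted effect of over 55% in size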
#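 HT-1080-NT; 750 cells/well; 5% FBS RPMI; 48 h compound, 37 degrees C; CellTiter-Glo luminescence; curve fitting and curve-class assignment.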
# HepG2 tox – kills HepG2 cells in TGF-b inhibitor counter-screen; HepG2 CAGA-GFP viability, ATP luminescence, 18 h; Potency, µM (highest dose often 46.1 µM), without a hit: at the highest dose activity change, negative = cytotoxicity, usual class: cytotoxic; 410,000 compounds, 0.76% hits; AID 588856; further: potency means the concentration at half of the fitted maximal effect; some results filed as inactive show a strong effect at the top dose
#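 HepG2 CAGA-GFP cells (1000/well, DMEM with 1% FBS) received compound, then TGF-beta at 500 pg/mL final, and were incubated 18 hours at 37 degrees C. Viability was read by CellTiter-Glo luminescence. Media-only wells were set as complete cell-killing and DMSO as no toxicity.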
# HT1080 IDH1KD tx – kills HT-1080 cells with IDH1 knockdown; HT-1080 IDH1 knockdown viability, ATP luminescence, 48 h; 360,000 compounds, 2% hits; Potency, µM (series often up to 46.1 µM), without a hit: at the highest dose activity, negative = toxicity, actives largely listed as cytotoxic;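 further: potency means the concentration at half of the fitted maximal effect; 0% = DMSO wells and -100% = cell-free medium wells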
#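 Knockdown cells (IDH1KD HT-1080) received compounds 2 h after plating at 750 cells/well and were kept 48 h at 37 °C in 5% FBS RPMI. A CellTiter-Glo luminescence read gave % activity for curve fitting.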
# IL1B secr inh – inhibitors of inflammasome signaling (IL-1 beta secretion); THP-1 LPS/ATP IL-1B secretion, AlphaLISA, 16 h; hits give low values; activity change, % at 57.5 µM; 360,000 compounds, 4.7% hits; AID 743279; in the data active means activity change below about -50%; inconclusive means mostly about -30% to -49%; further: on the % scale 0 is the no-effect control and ±100 the full control effect
#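 Secreted IL-1B measured by AlphaLISA bead assay after 16 h compound exposure of THP-1 cells; compounds (final up to 57.5 uM) added 1 h before LPS (250 ng/mL) and ATP (1.25 mM) stimulation; lower signal means less secretion.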
# ATXN2 expr inh – reduces ATXN2 reporter expression in HEK-293 cells | Potency, µM (doses to about 57 µM), for inactives: at the top dose activity change, negative = inhibition, most hits filed as inhibitors | HEK-293 ATXN2-luciferase reporter, luminescence, 24 h | 360,000 compounds, 0.72% hits | AID 1745845; further: potency means the concentration at half of the fitted maximal effect; on the % scale 0 is the no-effect control and ±100 the full control effect; nearly all actives have a fitted effect of over 55% in size
#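 ATXN2-luciferase reporter cells (luciferase flanked by upstream and downstream ATXN2 gene portions) were treated 24 h at 37 °C with compounds at up to 57 uM. SteadyGlo luminescence gave expression; GF-AFC fluorescence gave viability.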
# MCF10A rereplic – DNA re-replication induction in MCF 10a cells. 350,000 compounds, 2.9% hits. Potency, µM (titrated, usually from 46.1 µM), without a hit: top-dose activity, positive = re-replication, actives largely listed as activators. MCF 10A DNA re-replication, Hoechst nuclear intensity, 48 h. AID 624296; further: potency means the concentration at half of the fitted maximal effect; % of control where 0% means no effect; nearly all actives have a fitted effect of over 50% in size
# ATXN viability – reduces viability in counter-screen for ATXN expression inhibitors; AID 651635; Potency, µM (titrated, usually from 56.7 µM), most hits filed as cytotoxic; S2 cells (HEK-293 line with an ATXN2-luciferase reporter) viability, CellTiter-Fluor protease fluorescence, 24 h; 400,000 compounds, 0.49% hits; further: potency means the concentration at half of the fitted maximal effect; nearly all actives have a fitted effect of over 40% in size
# KB-3-1 cytotox – kills parental KB-3-1 adenocarcinoma cells | KB-3-1 viability, CellTiter-Glo ATP luminescence, 72 h | Potency, µM (series often up to 46.1 µM), inactives show at the highest dose activity change, negative = cytotoxic, most hits filed as cytotoxic | 400,000 compounds, 1.4% hits; further: potency means the concentration at half of the fitted maximal effect; on the % scale 0 is the no-effect control and ±100 the full control effect; nearly all actives have a fitted effect of over 60% in size
#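 Cytotoxicity in the drug-sensitive parental line KB-3-1 was scored as loss of CellTiter-Glo luminescence following 72 h incubation with compound. Values come from curve fitting of normalized concentration-response data.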
# Numbers without * were called inactive; i = inactive; ? = inconclusive; / = no result given; [ ] = another dose, or the depositor's remark. Unless noted, the call rests on the fitted dose curve; in most records, active means well fitted curve in the direction sought with a large enough effect; inconclusive means small, poorly fitted or top-dose-only effect, or another doubt; inactive means no such curve, though single readings can be large; an effect the other way counts as inactive or inconclusive.
1: CC(C)CCn1c(Br)nc2c1c(=O)n(CC(N)=O)c(=O)n2C
2: Cc1nc2n(n1)C(c1ccccc1)C1=C(CC(c3ccco3)CC1=O)N2 (stereo not given)
3: O=C1OC(c2ccccc2)=C/C1=C/N1CCOCC1
4: COc1ccccc1NS(=O)(=O)c1ccc(O)c(NC(=S)NCC2CCCO2)c1 (stereo not given)
5: COc1ccc(NC(=O)C(CCSC)N2C(=O)c3ccccc3C2=O)cc1 (stereo not given)
6: COC1=CC(=O)C(C2CC(=O)c3c(O)cc(O)cc3O2)=CC1=O (stereo not given)
7: CCOC(=O)c1cccc(NC(=O)CCS(=O)(=O)c2ccc3c(c2)CC(=O)N3C)c1
8: CC(C)(/C=N/O)/[N+]([O-])=C/c1ccccc1
compound no.,1,2,3,4,5,6,7,8
MCF10A rereplic,4%,1%,?,-2%,6%,6%,/,-3%
HT1080 IDH1KD tx,19%,8%,-21%,-1%,2%,-3%,/,18%
IL1B secr inh,31,0,-3,55,-6,-97*,/,8
KB-3-1 cytotox,21%,9%,-12%,-1%,-1%,-12%,3%,8%
ATXN2 expr inh,5%,?,25%,-7%,-6%,?,5%,-1%
HT1080NT lethal,7%,1%,0%,9%,-1%,4%,/,?
HepG2 tox,7%,-15%,-41%,11%,-19%,6%,-4%,19%
ATXN viability,i,i,i,i,i,/,i,i
SW480 rereplic,-2%,1%,?,6%,-3%,?,/,-135%[inhibitor]

9: Cc1cc(NC(=O)CSc2nc3cc(C)c(C)cc3cc2C)no1
10: O=C(O)CNc1ccccc1C(=O)O
11: CCS(=O)(=O)N1CCc2cc(C(=O)NCc3ccccc3OC)ccc21
12: CN1C(=O)CCS(=O)(=O)C1c1ccc(Cl)c(Cl)c1 (stereo not given)
13: COc1ccc(Cl)cc1NC(=O)NN1CCN(C)CC1
14: Cc1cccc(NC(=O)c2sc3nc4n(c(=O)c3c2C)N=C(c2ccc(F)cc2)CS4)c1C
15: COC(=O)[C@@]1(Sc2ccc(C)cc2)CC(=O)N[C@@H]1c1ccco1
16: COc1ccccc1C(C)Nc1nc(-c2cccnc2)nc2ccccc12 (stereo not given)
compound no.,9,10,11,12,13,14,15,16
MCF10A rereplic,13%,1%,/,/,0%,/,/,?
HT1080 IDH1KD tx,17%,7%,/,7%,-1%,/,0%,?
IL1B secr inh,-1,-2,/,3,-26,/,4,?
KB-3-1 cytotox,-1%,18%,3%,-2%,5%,1%,0%,-1%
ATXN2 expr inh,-8%,-5%,18%,/,-7%,-8%,13%,?
HT1080NT lethal,10%,7%,/,13%,-1%,/,13%,?
HepG2 tox,-3%,0%,-8%,-5%,2%,-14%,/,2%
ATXN viability,i,i,i,i,i,i,i,i
SW480 rereplic,-15%,?,/,/,-15%,/,/,-15%

# Gathered by group: the entries above with an aryl methoxy group.
4: COc1ccccc1NS(=O)(=O)c1ccc(O)c(NC(=S)NCC2CCCO2)c1 (stereo not given)
5: COc1ccc(NC(=O)C(CCSC)N2C(=O)c3ccccc3C2=O)cc1 (stereo not given)
11: CCS(=O)(=O)N1CCc2cc(C(=O)NCc3ccccc3OC)ccc21
13: COc1ccc(Cl)cc1NC(=O)NN1CCN(C)CC1
16: COc1ccccc1C(C)Nc1nc(-c2cccnc2)nc2ccccc12 (stereo not given)
compound no.,4,5,11,13,16
MCF10A rereplic,-2%,6%,/,0%,?
HT1080 IDH1KD tx,-1%,2%,/,-1%,?
IL1B secr inh,55,-6,/,-26,?
KB-3-1 cytotox,-1%,-1%,3%,5%,-1%
ATXN2 expr inh,-7%,-6%,18%,-7%,?
HT1080NT lethal,9%,-1%,/,-1%,?
HepG2 tox,11%,-19%,-8%,2%,2%
ATXN viability,i,i,i,i,i
SW480 rereplic,6%,-3%,/,-15%,-15%

# Going on with the list.
17: CN(C)c1cccc(C(=O)N2CCCC(CCC(=O)NCc3ccccc3F)C2)c1 (stereo not given)
18: CC(=O)Nc1ccc(NC(=O)C2CCCN2C(=O)Nc2cccc(F)c2)cc1 (stereo not given)
19: CSc1nnc(-c2cccn(Cc3cccc(Cl)c3)c2=O)o1
20: Cc1cn(C2OC(COC(=O)c3ccccc3)C(O)C2Cl)c(=O)[nH]c1=O (stereo not given)
21: Nc1nc2nccc(-c3ccco3)n2n1
22: N/C(=N\OC(=O)CC1CCCCC1)c1ccc([N+](=O)[O-])cc1
23: CCCCOc1ccc(C(=O)Nc2ccc3c(c2)CCCN3S(=O)(=O)c2ccc(C)cc2)cc1
24: CN(C)c1ccc(S(=O)(=O)N2CCCCC2)cc1NC(=O)C1=NN(c2ccccc2)C(=O)CC1
compound no.,17,18,19,20,21,22,23,24
MCF10A rereplic,9%,-1%,0%,-5%,3%,0%,/,-2%
HT1080 IDH1KD tx,?,7%,-1%,6%,8%,12%,/,6%
IL1B secr inh,-16,6,-1,6,-2,0,/,7
KB-3-1 cytotox,?,0%,0%,-3%,-6%,1%,?,1%
ATXN2 expr inh,8%,7%,-5%,/,9%,2%,-8%,9%
HT1080NT lethal,?,14%,7%,-1%,10%,14%,/,4%
HepG2 tox,-6%,-24%,22%,0%,1%,-2%,-21%,1%
ATXN viability,i,i,i,i,i,i,i,i
SW480 rereplic,?,-74%[inhibitor],-9%,-126%[inhibitor],-13%,-2%,/,-4%

25: CCOC(=O)CSc1nc(Nc2ccc3c(c2)OCO3)c2ccccc2n1
26: O=C(CC12CC3CC(CC(Br)(C3)C1)C2)Nc1cccc(S(=O)(=O)NC2=NCCC2)c1
27: COc1ccccc1NC(=O)C1=C(C)Nc2nc(CCCO)nn2C1c1cccc(O)c1 (stereo not given)
28: COCCn1c(-c2ccc(OC)cc2)cnc1N
29: O=C(NNC(=O)c1ccccc1[N+](=O)[O-])c1cccs1
30: Nc1ccc2c(c1)C(=O)N(CCCCCC(=O)O)C2
31: Cc1ccc(C(C)C)c(OCC(=O)NNC(=O)Cn2[nH]c(=O)c3ccccc3c2=O)c1
32: CC1(C)NC(=O)NC2(C)NC(=O)NC(C)(C)C12 (stereo not given)
compound no.,25,26,27,28,29,30,31,32
MCF10A rereplic,-4%,1%,/,?,-2%,5%,0%,-2%
HT1080 IDH1KD tx,-2%,3%,/,5%,6%,4%,9%,4%
IL1B secr inh,1,23,/,-10,26,-2,20,4
KB-3-1 cytotox,2%,-6%,1%,-2%,23%,-4%,11%,-6%
ATXN2 expr inh,4%,-4%,10%,1%,6%,6%,/,1%
HT1080NT lethal,1%,7%,/,-1%,10%,10%,2%,0%
HepG2 tox,0%,-3%,4%,2%,7%,-2%,-1%,-3%
ATXN viability,i,i,i,?,i,i,i,i
SW480 rereplic,1%,3%,/,?,18%,-3%,0%,-2%

33: CCCCCCCCC(=O)N/N=C(\C)c1cccnc1
34: COc1ccc(-n2c(Cc3cccn3C)nnc2SCC(=O)NC2CCCC2)cc1
35: CCN1C(=O)[C@H]2[C@H]3CN=C(SCc4ccc(C)cc4)N3[C@@](Cc3ccccc3)(C(=O)OC)[C@H]2C1=O
36: Cc1cc(NC(=O)CSc2nc3cc4c(cc3c(=O)n2CCc2ccccc2)OCO4)no1
37: COc1ccc(N2CCN(S(=O)(=O)CCNC(=O)COc3ccc(Cl)cc3)CC2)cc1
38: CC1CN(c2ccc(Oc3ccccc3)cc2)c2nc3c(c(=O)[nH]c(=O)n3C)n2C1 (stereo not given)
39: COC(=O)c1ccccc1NC(=S)NC(NC(=O)COc1ccccc1)C(Cl)(Cl)Cl (stereo not given)
40: COc1ccc(OC)c(CNc2ccc3c(c2)CCC3)c1
compound no.,33,34,35,36,37,38,39,40
MCF10A rereplic,21%,3%,28%,?,8%,-5%,?,?
HT1080 IDH1KD tx,1%,-6%,-2%,2%,-22%,-2%,5%,-16%
IL1B secr inh,0,-19,-13,46,-14,0,-77*,-27
KB-3-1 cytotox,21%,-11%,0%,?,11%,-1%,23%,-18%
ATXN2 expr inh,-3%,0%,-10%,-1%,2%,2%,-3%,12%
HT1080NT lethal,1%,-2%,-13%,1%,-8%,-6%,7%,-8%
HepG2 tox,-26%,-5%,-26%,3%,3%,-6%,-27%,-19%
ATXN viability,i,i,i,i,i,i,i,i
SW480 rereplic,-6%,2%,?,-1%,?,2%,4%,11%

41: CCCn1c(SCC(=O)N(C)C2CCCCC2)n[nH]c1=O
42: O=C(NCc1ccc2c(c1)OCO2)C1CCN(c2ncccn2)CC1
43: CN(C)CCCNC(=O)c1ccccc1Oc1ccccc1
44: COc1ccc(NC(=S)Nc2ccc(N)c([N+](=O)[O-])c2)cc1
45: COc1ccc(C(=O)NC2CC(C)(C)NC(C)(C)C2)cc1OC
46: COc1ccc(CCCc2nnc(SCC(=O)Nc3nc(C)cs3)n2C)cc1C
47: Cc1cc(C)nc(NC=C2C(=O)OC(C)(C)OC2=O)n1
compound no.,41,42,43,44,45,46,47
MCF10A rereplic,/,5%,20%,5%,?,6%,-1%
HT1080 IDH1KD tx,-2%,-1%,6%,0%,17%,-20%,6%
IL1B secr inh,1,16,-14,-13,5,-5,2
KB-3-1 cytotox,1%,22%,-5%,-3%,8%,-9%,-2%
ATXN2 expr inh,/,4%,12%,47%[activator],-9%,-8%,/
HT1080NT lethal,1%,1%,2%,8%,17%,-1%,8%
HepG2 tox,3%,-4%,21%,-8%,-1%,-8%,6%
ATXN viability,i,i,i,i,i,i,i
SW480 rereplic,/,-3%,-1%,1%,-3%,9%,-13%

# Screening data as filed in PubChem BioAssay.
